Peg3 imprint – qHTS Assay for Compounds that Induce Erasure of Genomic Imprints; mouse ES Peg3-LacZ reporter, beta-gal luminescence, 40 h; Potency, µM (series often up to 60.7 µM), for inactives: at the top dose activity change, positive = activation, usual class: activators; 110,000 compounds, 0.02% hits; AID 1948, 2009;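 further: 0% = negative control wells on the plate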
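Imprint erasure is scored as LacZ activity from the silenced maternal Peg3 allele in feeder-free female ES cells cultured 40 h with LIF. Luminescence is normalized to in-plate negative controls and fitted to the Hill equation.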
IkB sig inh – IkB Signaling; 110,000 compounds, 0.04% hits; Potency, µM (series often up to 57.1 µM), for the others: at the highest dose IkBa stabilization activation; ABC-DLBCL IkBa-CBG/CBR dual luciferase ratio, 4 h; response scale: scaled: untreated 0%, proteasome inhibitor 100%; active means well fitted curve in the direction sought with a large enough effect in the signal ratio, not every such curve was filed as active; inconclusive means small, poorly fitted or top-dose-only effect, or a change in a side signal; the % refers to the signal ratio;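 further: the direction sought is a rising ratio; 0% = basal untreated cells and 100% = reference inhibitor full response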
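Curves were fitted separately to fusion (green), unfused (red) and ratio luminescence, then classed by r2, magnitude and activity. Cells: OCI-Ly3, 4 h compound plus doxycycline at 37C; 10 uM MG-132 defined full response.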
p53ts 39C tox – qHTS Screen for Compounds that Selectively Target Cancer Cells with p53 Mutations: Cytotoxicity of p53ts Cells at the Nonpermissive Temperature; H1299-p53A138V viability at 39C, ATP luminescence, 24 h; Potency, µM (doses to about 46.1 µM), for the others: at the top dose activity change, negative = cell killing, usual class: cytotoxic; 130,000 compounds, 1.5% hits; further: nearly all actives have a fitted effect of over 55% in size
p53ts 32C tox – qHTS Screen for Compounds that Selectively Target Cancer Cells with p53 Mutations: Cytotoxicity of p53ts Cells at the Permissive Temperature. 130,000 compounds, 0.93% hits. Potency, µM (titrated, usually from 46.1 µM), for inactives: top-dose activity change, negative = cytotoxicity, hits mostly cytotoxic. H1299-p53A138V at 32C, ATP luminescence viability, 24 h;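 further: 0% = DMSO and -100% = full killing by reference compound; nearly all actives have a fitted effect of over 55% in size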
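H1299-p53 A138V cells (temperature-sensitive p53) exposed 24 h to up to 46 uM compound at 32C, where p53 is wild-type in conformation. Viability read as ATP luminescence and normalised to DMSO and 100 uM tamoxifen. AC50 fitted with the Hill equation.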
Active calls of the source: *; ? = inconclusive; . = no result given; [ ] = remark or other dose. Unless noted, the call rests on the fitted dose curve; in most records, active means well fitted curve in the direction sought with a large enough effect; inconclusive means small, poorly fitted or top-dose-only effect, or another doubt; inactive means no such curve, though single readings can be large; an effect the other way counts as inactive or inconclusive. Unless noted, on the % scale 0 is the no-effect control and ±100 the full control effect; potency means the concentration at half of the fitted maximal effect.

SMILES | Peg3 imprint | IkB sig inh | p53ts 39C tox | p53ts 32C tox
CCN1CCN(C(c2ccc(SC)cc2)c2c(O)cc(C)n(CCOC)c2=O)CC1 (configuration not stated) | -7%[10.9 µM] | ? | -10% | 5%
CCCN1C(=O)c2ccccc2NC1c1ccc(OC)cc1O (configuration not stated) | 7% | -1.0% | -13% | -19%
COc1ccc(NC(=O)CN2CCC3(O)CCCCC3C2c2ccccc2OC)cc1 (configuration not stated) | -11% | -0.3% | 1% | 1%
Cc1cc(C)cc(NC(=O)CSc2oc(-c3ccccc3)nc2S(=O)(=O)c2ccc(Cl)cc2)c1 | -5%[10.9 µM] | 0.6% | -20% | -9%
CC(C)(C)c1cnnn1-c1ccc(NC(=O)c2ccc(Br)o2)cc1 | -2% | ? | 0% | 4%
Fc1ccccc1CSc1nnc(-c2cnccn2)n1Cc1ccco1 | -4% | 0.1% | 11% | 7%
Cc1c(C(=O)N2CCC(C)CC2)c(S(=O)(=O)N2CCN(c3ccc(Cl)cc3)CC2)c(C)n1C | -3%[10.9 µM] | ? | -1% | 17%
CCOc1ccc2cc(C#N)c(SCC(=O)NC(C)CC)nc2c1 (configuration not stated) | -20% | -0.4% | 1% | 4%
CCn1c(CNC(=O)c2ccc(OC)cc2)nnc1SCC(=O)Nc1cc(C)ccc1C | ? | 1.9% | -26% | 4%
O=c1c2ccccc2[nH]c(=S)n1CCCN1CCN(C2CCCCC2)CC1 | 0% | 1.6% | 5% | 5%
CCOC(=O)c1c(C)[nH]c(C)c1S(=O)(=O)N(C)CC(=O)NCc1ccc(C)cc1 | -7%[10.9 µM] | -2.4% | -17% | 5%
Cc1c(C(=O)Nc2ccccc2F)sc2ncnc(N(C)C3CCCCC3)c12 | -16%[10.9 µM] | -1.4% | -10% | 21%
COc1ccc(S(=O)(=O)N(C(=O)c2ccncc2)c2ccc3oc(C)c(C(C)=O)c3c2)cc1 | -19%[10.9 µM] | ? | -16% | ?
CCCS(=O)(=O)Nc1cc(-c2cn3ccc(C)cc3n2)ccc1C | -6%[10.9 µM] | -0.6% | ? | ?
O=P(O)(CN1CCCCC1)C1CCCCC1O (configuration not stated) | . | . | 5% | -7%
COc1ccc(S(=O)(=O)NC2CC3CCC2C3)cc1Cl (configuration not stated) | -12% | 0.3% | 6% | 16%
CCOC(=O)c1ccc(NC(=O)Cn2nnc(-c3ccccc3)n2)cc1 | -10% | -0.3% | -2% | 4%
CCOc1cccc(C2c3c(oc4ccc(F)cc4c3=O)C(=O)N2c2cc(C)ccn2)c1 (configuration not stated) | -6%[10.9 µM] | 1.2% | -11% | -4%
COc1cccc(-c2nc(SCC(=O)NC3CCCC3)c(-c3ccccc3)[nH]2)c1 | -15%[10.9 µM] | ? | 8% | 8%
CCOC(=O)c1ccc(N2C(=O)c3n[nH]c(-c4ccco4)c3C2c2ccc(OC)cc2OC)cc1 (configuration not stated) | -11%[10.9 µM] | 1.5% | 29% | 52%[activator]
CCCc1n[nH]c(=O)[nH]1 | 8% | 2.6% | 17% | 4%
O=S(=O)(c1ccc(OCC(O)CN2CCN(c3ccccc3)CC2)cc1)N1CCOCC1 (configuration not stated) | -4% | 0.9% | 3% | 0%
C=C1C([C@@]2(C)C(OC(C)=O)CC(=O)O[C@@](C)(COC(C)=O)C2CC(=O)OC)C(OC=O)C(OC(=O)C(O)C(C)CC)[C@]2(C)C(c3ccoc3)CC(=O)C12O (some centres not stated) | -9% | . | 0% | 18%
CSCCC1NC2(C(=O)Nc3c(Cl)cccc32)[C@@H]2C(=O)N(C3CCCC3)C(=O)[C@H]12 (some centres not stated) | 0% | 7.7% | 5% | 10%
O=C(Nc1ccccc1N1CCN(c2ccccc2)CC1)C12CC3CC(CC(C3)C1)C2 | . | . | 16% | -5%

Part of the list above, field by field.
O=C(Nc1ccccc1N1CCN(c2ccccc2)CC1)C12CC3CC(CC(C3)C1)C2
  Peg3 imprint = . | IkB sig inh = . | p53ts 39C tox = 16% | p53ts 32C tox = -5%

O=P(O)(CN1CCCCC1)C1CCCCC1O (configuration not stated)
  Peg3 imprint = . | IkB sig inh = . | p53ts 39C tox = 5% | p53ts 32C tox = -7%

CSCCC1NC2(C(=O)Nc3c(Cl)cccc32)[C@@H]2C(=O)N(C3CCCC3)C(=O)[C@H]12 (some centres not stated)
  Peg3 imprint = 0% | IkB sig inh = 7.7% | p53ts 39C tox = 5% | p53ts 32C tox = 10%

CCN1CCN(C(c2ccc(SC)cc2)c2c(O)cc(C)n(CCOC)c2=O)CC1 (configuration not stated)
  Peg3 imprint = -7%[10.9 µM] | IkB sig inh = ? | p53ts 39C tox = -10% | p53ts 32C tox = 5%

Further entries:
SMILES | Peg3 imprint | IkB sig inh | p53ts 39C tox | p53ts 32C tox
CCN(C(=O)c1cc(S(=O)(=O)N2CCCC2)cn1C)c1ccc(OC)cc1 | -9%[10.9 µM] | 1.9% | 9% | -7%
CS(=O)(=O)N(CC(=O)NC1CC1)c1cccc(F)c1 | -12% | -2.0% | 8% | -3%
O=C(Cn1cnc2c(nnn2Cc2ccccc2)c1=O)N1CCN(c2ccccc2)CC1 | 13% | 3.6% | 15% | -2%
CCOC(=O)CSc1nc2c(sc3ccccc32)c(=O)n1Cc1ccc(OC)cc1 | -8%[10.9 µM] | -0.6% | -8% | -4%
COC(=O)Cn1c(=O)c2c(nc3n2CCN3c2cccc(C)c2)n(C)c1=O | -4%[10.9 µM] | ? | -7% | 3%
COc1ccc(-n2c(=O)c(-c3cccs3)nc3cnc(N4CCNCC4)nc32)cc1 | . | -3.8%[11.4 µM] | ? | ?
N#Cc1cccc(-c2nccc(NCc3ccccc3)n2)c1 | ? | -1.3%[11.4 µM] | -14% | 5%
O=C(c1ccccc1)C(Sc1ncn[nH]1)c1ccccc1 (configuration not stated) | -13% | 0.8% | 32%[activator] | 5%
COc1ccc(C(=O)N2CC(=O)Nc3ccc(C)cc3C2c2ccccc2)cc1OC (configuration not stated) | -10%[10.9 µM] | 2.0% | -13% | 8%
CCOC(=O)N1CCN(Cc2cn3ccccc3n2)CC1 | -5% | 1.0% | 8% | 0%
CCn1c(=O)n(CC)c2cc(S(=O)(=O)N3CCC(c4ccccc4)CC3)ccc21 | -23% | ? | 15% | 28%
CCCCNC(=O)CSc1nc2n[nH]c(C)c2c(=N)n1-c1ccccc1CC | -13%[10.9 µM] | ? | 37%[activator] | 12%
CCC(=O)N1c2ccccc2CC1C(=O)NCCc1ccccc1Cl (configuration not stated) | 7%[10.9 µM] | -0.4% | -25% | 5%
N=c1c(C(=O)NCc2ccco2)cc2c(=O)n3ccccc3nc2n1CCc1ccccc1 | -22% | 19% | -2% | -14%
Cc1ccc(Oc2coc3cc(OCC(=O)NC4CCCCC4)ccc3c2=O)cc1 | -11%[10.9 µM] | 3.3% | -9% | -2%
O=C(C[C@@H]1C=Cc2ccccc2N1C(=O)c1ccccc1)c1ccccc1 | -17%[10.9 µM] | 2.0%[11.4 µM] | -17%[9.22 µM] | 9%[9.22 µM]
CC(=O)O[C@]1(C(C)=O)CC[C@@H]2[C@@H]3C=C(C)C4=CC(=O)CC[C@@]4(C)[C@H]3CC[C@]21C | -2%[16.8 µM] | 6.6%[25.6 µM] | 23%[20.6 µM] | 11%[20.6 µM]
COc1ccc(C(C)(C)C)cc1NC(=O)COC(=O)c1cnc(C)cn1 | 1% | 0.0% | -5% | 14%
Cc1cc2c(cc3c(SCc4nc(-c5ccccc5)oc4C)nnc(C)n32)o1 | 29%[10.9 µM] | ? | -22% | -2%
O=c1oc2ccccc2c(Nc2ccccc2)c1[N+](=O)[O-] | . | . | -4% | -6%
COc1ccc(NC(=O)c2sc3nc(C)c(C(=O)Nc4ccc(C)cc4C)c(-c4sccc4C)c3c2N)cc1 | -3%[10.9 µM] | ? | 8% | 11%
CN1CCN(Cc2nc(N)nc(Nc3ccc4c(c3)OCCO4)n2)CC1 | -3% | 4.9% | -2% | -6%
COc1cc(/C(C)=N/NC(=O)Cc2c(C)[nH][nH]c2=O)ccc1O | . | . | 12% | 3%
CCc1nnc(SCc2ccc(CSc3nnc(CC)n3N)cc2)n1N | 5% | -0.3% | 15% | -6%
COc1ccccc1C(=O)NCCn1cc(SCC(=O)Nc2cc(C)on2)c2ccccc21 | 9% | ? | -10% | 2%

(next part)
SMILES | Peg3 imprint | IkB sig inh | p53ts 39C tox | p53ts 32C tox
CCOC(=O)c1cccc(NC(=O)C2CCN(S(=O)(=O)c3c(C)noc3/C=C/c3ccc(C)cc3)CC2)c1 | -11%[10.9 µM] | ? | 4% | 1%
CCOC(=O)c1[nH]c(C)c(C(=O)N(CC)CC)c1C | -9% | -1.6% | -2% | 8%
Cc1[nH]n(-c2ccccc2)c(=O)c1/C=N/c1ccccn1 | -38%[inhibitor] | 3.2% | ? | ?
O=C(C1CCC(Cn2c(=O)c3sccc3n(Cc3ccccc3F)c2=O)CC1)N1CCCCC1 (configuration not stated) | 10%[10.9 µM] | ? | 20% | 6%
Cc1ccc(-n2ncc3c(=O)n(Cc4cccc(C(F)(F)F)c4)cnc32)cc1C | 2%[10.9 µM] | 0.1% | -24% | -2%
CCc1nn(CC(=O)N2CCN(Cc3ccc4c(c3)OCO4)CC2)c(=O)c2cc3occc3n12 | -11% | ? | 8% | -10%
COc1ccc(C(=O)NCc2cn3ccccc3n2)cc1 | 4% | 0.2% | -11% | 31%[activator]
COc1cc(CN2CCC(C(=O)N3CCCC(C)C3)CC2)cc(Br)c1O (configuration not stated) | -13% | 0.5% | -11% | -5%
Cc1ccc2oc(=O)c3cnn(CC(=O)N(C)c4ccc(F)cc4)c3c2c1 | -7%[10.9 µM] | 4.0% | 12% | -3%
CCOc1ccc(C(c2c(O)cc(C)n(CCOC)c2=O)N2CCN(c3ccccc3F)CC2)cc1 (configuration not stated) | -4%[10.9 µM] | 0.7% | -3% | 3%
N#Cc1c(-c2ccc(Cl)cc2Cl)nc2n(c1=O)CCS2 | -24% | 0.2% | 4% | 2%
CN(C)c1ccc(-c2cncnc2NCc2ccccc2)cc1 | -18% | 1.4%[11.4 µM] | -10% | 14%
CCOC(=O)C1=C(Cn2ccc(C(F)(F)F)n2)NC(=O)NC1c1ccc2c(c1)OCO2 (configuration not stated) | -5% | 2.7% | 3% | -11%
CC[n+]1cc(-c2ccccc2)nc(N2CCOCC2)n1 | -12% | -3.7% | -5% | -7%
CCOC(=O)CC1=CC(C)(CC(=O)OCC)C(C#N)(C#N)C(N)=C1C#N (configuration not stated) | 2% | -0.4% | 4% | 3%
CC(C)(C)C(=O)Cn1c(=N)n(Cc2ccccc2)c2ccccc21 | 5% | -0.9% | 5% | 4%
c1cc2nnnn2nc1N1CCCCC1 | -4% | 0.0% | -8% | 3%
Cc1ccc(NC(=O)CS(=O)CC(=O)Nc2cccc(C)c2C)cc1F (configuration not stated) | 11% | 4.5% | -5% | ?
COc1cc2c(cc1OC)C(/C(C#N)=N\O)=NC(C)(C)C2 | -7% | -1.1% | -3% | 19%
Cc1ccc(-c2noc(CCC(=O)N(C)c3ccccc3C)n2)cc1 | -20% | ? | -9% | -6%
Brc1ccc(CSc2nnc(Cc3c[nH]c4ccccc34)o2)cc1 | 5% | ? | -18% | 10%
O=S(=O)(c1cccc(-c2nc3ccccc3s2)c1)N1CCCC1 | -13% | 3.5% | -13% | -5%
CCCN(CCC)C(=O)Cn1c(=O)n(-c2ccc(Cl)c(Cl)c2)c(=O)c2c(C)c(C(=O)N(C)C)sc21 | -8%[10.9 µM] | -0.2% | -17% | 10%
N=C(N)SCc1cccc(-c2nc3ccccc3c(=O)o2)c1 | -31%[inhibitor][10.9 µM] | ? | 0%[9.22 µM] | -10%[9.22 µM]
CC1(C)CC(=O)C=C(NC2CCCCCCC2)C1 | . | . | 14% | 12%
Cc1cc(=O)oc(C)c1C(=O)OCC(=O)c1ccccc1 | -14% | -1.4% | 5% | -5%
O=C(Nc1nc(-c2ccccn2)cs1)C1CC1 | -51%[inhibitor] | 4.4% | -22% | -6%

Full records, looked up by structure. Order of screens: Peg3 imprint	IkB sig inh	p53ts 39C tox	p53ts 32C tox
`COc1cc(CN2CCC(C(=O)N3CCCC(C)C3)CC2)cc(Br)c1O` (configuration not stated) is listed as -13%	0.5%	-11%	-5%
`Cc1[nH]n(-c2ccccc2)c(=O)c1/C=N/c1ccccn1` is listed as -38%[inhibitor]	3.2%	?	?

Screening results (PubChem BioAssay)
